# Screens as filed in PubChem BioAssay.
# 14-3-3 PPI – modulators of human 14-3-3 gamma - Raf peptide interaction | 0.19% of 160,000 active | inhibition, % at 40 µM | FP, 14-3-3gamma / TMR-pS259-Raf peptide binding | P61981; in the data active = inhibition above about 30%;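 also: 0% = protein plus tracer without compound and 100% = blank with tracer alone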
# Target sequence (P61981 whole entry, looked up): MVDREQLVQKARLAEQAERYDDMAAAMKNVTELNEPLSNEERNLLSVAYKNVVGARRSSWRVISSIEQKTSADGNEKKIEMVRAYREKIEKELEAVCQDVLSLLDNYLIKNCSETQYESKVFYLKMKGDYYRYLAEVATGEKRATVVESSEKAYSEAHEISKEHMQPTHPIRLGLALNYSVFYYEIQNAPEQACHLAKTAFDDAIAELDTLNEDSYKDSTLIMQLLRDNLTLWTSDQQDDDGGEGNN
# Numbers without * were called inactive; & = joins results of further samples.
SMILES,14-3-3 PPI
CC(=O)c1ccc(N(C)C)cc1,-9
CCOc1ccc(CCNC(=O)C2CCN(C(=O)N(C)C)CC2)cc1OCC,-5
CCOc1ccc(OCC)c(NS(=O)(=O)c2ccc3c(c2)CCN3C(=O)CC)c1,-1
O=C1c2ccccc2C(=O)N1CCc1nc(-c2cccnc2)no1,1
CN1CCN(C(=O)c2sc(=S)n(-c3ccccc3)c2N)CC1,-5
Cn1c(=O)c2c(-c3ccccc3)n(-c3ccc(O)cc3)cc2n(C)c1=O,7
COc1ccc(CC(=O)Nc2c3c(nn2-c2cccc(Cl)c2)CS(=O)(=O)C3)cc1OC,-9
Cc1oc(C(C)(C)C)cc1C(N)=O,-3
CC(C)CCNC(=O)c1cnn2c(C(F)(F)F)cc(-c3ccco3)nc12,-10&-17
CC(=O)c1c(C)[nH]c(C(=O)N2CCCCCC2)c1C,-5
O=C(c1ccc2c(c1)OCCCO2)c1cccs1,3
Cc1sc2nc3c(C(=O)NC(C)C)cccn3c(=O)c2c1C,-7

# Shown with the structure last: entries from further up.
14-3-3 PPI | mol
-7 | Cc1sc2nc3c(C(=O)NC(C)C)cccn3c(=O)c2c1C
-5 | CCOc1ccc(CCNC(=O)C2CCN(C(=O)N(C)C)CC2)cc1OCC
-9 | CC(=O)c1ccc(N(C)C)cc1
-1 | CCOc1ccc(OCC)c(NS(=O)(=O)c2ccc3c(c2)CCN3C(=O)CC)c1

# More entries:
SMILES,14-3-3 PPI
COc1ccc(-c2c(C(F)(F)F)oc3cc(OC(C)=O)ccc3c2=O)cc1OC,5
COCCN1C(=O)c2ccccc2C(C(=O)N2CCN(c3ccc(OC)cc3)CC2)C1c1ccc(F)cc1 (stereo unspecified),-2
O=C(NCc1ccco1)Nc1ccc2snnc2c1,-4
CSc1nc(C)c2c(n1)OC(CN1C(=O)c3ccccc3C1=O)C2 (stereo unspecified),-6&-12
COC(=O)C1=C(C)N(CCc2ccc(OC)cc2)C(=O)C1,-2
O=C(NCCN1CCNCC1)c1c(O)c2c([nH]c1=O)CCCC2,1
CCOc1ccc(S(=O)(=O)Nc2ccc3oc(C)c(C(=O)OC)c3c2)cc1,-18
COc1ccc2nc3sc(C(=O)NCCCN4CCCC4=O)cc3cc2c1,-2
COc1ccc(-c2n[nH]c3c2C(c2ccc(OC)c(OC)c2)N(c2ccc(Br)cc2)C3=O)cc1 (stereo unspecified),0
CSc1cccc(NC(=O)C2C3C=CC4(O3)C2C(=O)N(Cc2ccccc2F)C4C(=O)NC2CCCCC2)c1 (stereo unspecified),2
CCCCOc1ccccc1NC(=O)c1cc(SC)ccc1Cl,-1
COc1ccc(CCn2c(=O)[nH]c3cc(C(=O)NCc4ccc5c(c4)OCO5)ccc3c2=O)cc1OC,-9
Cc1nnc(C)n1/N=C/c1cccs1,-2
COc1cc(OC)cc(C(=O)NCc2n[nH]c(=S)n2-c2ccc(Br)cc2)c1,-1
COc1cccc(NC(=O)CN2C(=O)C3C4C=CC(C4)C3C2=O)c1 (stereo unspecified),6
O=C1C(=O)N(c2nccs2)C(c2cccc(Oc3ccccc3)c2)/C1=C(\O)c1ccc(Br)cc1 (stereo unspecified),-16
CCNC(=O)c1cc2c(=O)n3ccccc3nc2n(C2CCCCC2)c1=N,-13
O=C(c1cc2nc(-c3ccc(Br)cc3)cc(C(F)(F)F)n2n1)N1CCc2ccccc2C1,-8
CCOc1ccc(C(=O)CCN2CCCCCC2)cc1,-6
Cc1ccc2nc(SCc3ccc([N+](=O)[O-])cc3)nc(C)c2c1,-17
COCCCN1C(=O)C(=O)/C(=C(/O)c2ccccc2)C1c1cccc([N+](=O)[O-])c1 (stereo unspecified),8
Cc1nn(C)c(C)c1S(=O)(=O)N(CC(=O)NCCCOC(C)C)c1ccc(C(C)C)cc1,4
COc1ccccc1-c1ccc(=O)n(CC(=O)NC(C)(C)C)n1,3
CC(=O)c1c(C)oc2c1cc(NS(=O)(=O)c1c(C)cc(C)cc1C)c1ccccc12,-37
O=C(Cn1c(=O)[nH]c2ccccc2c1=O)NCCc1ccccc1,-5
O=C(Nc1ncc(Cc2cccc([N+](=O)[O-])c2)s1)c1cccc([N+](=O)[O-])c1,-6
O=C(CCc1nc(-c2cccs2)no1)NCCN1CCN(c2ccccc2F)CC1,-6
CC1=C(C(=O)Nc2cccc(C)n2)C(c2cccc(Cl)c2)C2=C(CC(C)(C)CC2=O)N1 (stereo unspecified),1
COc1cc(C2C3=C(CCCC3=O)N(C)C3=C2C(=O)CCC3)ccc1O,-3
CCN(CC)c1nc2ccccc2n2c(C)nnc12,-3
COc1ccc(CNS(=O)(=O)c2cc(C(=O)Nc3ccc(C)c(F)c3)ccc2F)cc1,-4
CCOC(=O)c1c(N)sc2c(OC)c(Br)ccc12,3
Cc1ccc(CNC(=O)c2cc3c(-c4ccc(Cl)cc4)nn(C)c3s2)o1,-8
O=C(CSc1nc2ccsc2c(=O)n1C1CC1)NCC1CCCO1 (stereo unspecified),-5
O=C1CCCc2nc(NCc3ccco3)ncc21,-8
COc1ccc(NC(=O)c2c(NCc3cccs3)sc3c2CCCC3)cc1,-35
COc1ccc(Cc2nnc(SCC(=O)Nc3nc(-c4ccccc4)cs3)o2)cc1,-17
O=C(Cn1nc(-c2ccccc2)c2ccccc2c1=O)N1CCCCC1,-3
O=C1NCCN1Cc1ccc(Cl)cc1,-3
O=C(Nc1cccc(-c2cn3ccsc3n2)c1)c1ccccc1,-4&-8
O=C(COc1ccc(Cl)cc1)Nc1nnc(-c2ccc3c(c2)CCCC3)o1,2
Cc1ccc(-n2nc(C(=O)Nc3ccc4c(c3)OCCO4)c3c4ccccc4n(C)c3c2=O)cc1,-7
O=c1oc2ccccc2cc1-c1csc(Nc2ncccn2)n1,2
N#Cc1c(NC(=O)CSc2nnnn2C2CCCCC2)sc2c1CCCC2,-7
Cc1c(Cl)cccc1-n1c(SCc2cccc(F)c2)nc2[nH]ncc2c1=O,-2
CC(C)(CO)Cc1cc(C(C)(C)C)c(O)c(C(C)(C)C)c1,-6
CC1=C(C(=O)OCc2ccc3c(c2)OCO3)C(c2ccc(Br)cc2)NC(=O)N1 (stereo unspecified),1
C=CCn1c(COc2ccc(F)cc2)nnc1SCC(=O)NC(=O)NCc1ccco1,-8
Cc1ccc(S(=O)(=O)NCc2ccco2)cc1C,2
CC(C)N(Cc1nc(-c2ccc(Cl)cc2)no1)C(=O)c1cccs1,0
CCOC(=O)c1c(N)ssc1=S,0
COc1ccc([N+](=O)[O-])cc1NC(=O)c1cc2cc3ccc(C)cc3nc2s1,6
O=C1C2C3C=CC([C@@H]2C(=O)N1c1nccs1)C31CC1 (stereo partly specified),13
Cc1cccc(NC(=O)c2ccc(S(=O)(=O)N3CCCc4ccccc43)cc2)c1C,4
Cc1ccc(OC2=CC(=O)c3c(OC(=O)c4ccccc4)c4ccccc4c4onc2c34)cc1,-2
CCC(=O)N1CCc2cc(Br)cc(S(=O)(=O)CCC(=O)Nc3ccc(OC)c(Cl)c3)c21,2
CCC(=O)c1cc2c(cc1NC(=O)c1cccs1)OCCO2,7
COc1ccc(/C(O)=C2\C(=O)C(=O)N(c3ccc(C)c(Br)c3)C2c2ccc(OC)cc2OC)cc1 (stereo unspecified),-1
COc1cc(C2C(C(=O)OCCOc3ccccc3)=C(C)NC3=C2C(=O)CCC3)cc(Cl)c1O (stereo unspecified),2
COC(=O)c1ccc(CSc2nc3c(c(=O)n2-c2ccc(Br)cc2)SCC3)o1,-10
# (more compounds)
SMILES,14-3-3 PPI
COc1cccc(C2NC(=O)NC(C)=C2C(=O)OCCOC(C)C)c1 (stereo unspecified),-6
CCc1ccccc1NC(=O)Cn1c(=O)n(CC2CCCO2)c(=O)c2ccccc21 (stereo unspecified),-2
COc1ccccc1Cc1noc(COc2cccc(C)c2C)n1,-9
CC1=C(C(=O)OCc2ccccc2)C(c2ccc(F)cc2)N2C(=O)CCSC2=N1 (stereo unspecified),-10
COc1ccc(C(C)(C)C)cc1NS(=O)(=O)c1cccc2cccnc12,-2
COc1ccc(-n2cc(-c3ccc(Br)cc3)[nH]c2=S)cc1,1
O=S(=O)(c1cccs1)N1CCCc2ccccc21,2&-6
NS(=O)(=O)c1ccc(NC(=O)c2ccc(Br)o2)cc1,-10
CCCOC(=O)c1ccc(NC(=O)c2ccccc2[N+](=O)[O-])cc1,1
CCn1c(=O)c(C(C)=O)nc2ccccc21,-2
CCN(CC)c1ncnc2c1cnn2-c1cccc(C)c1,-7
O=C1c2ccccc2C(=O)c2c(NCCCO)cccc21,-156
COc1ccccc1-n1cnc(N)c1C(C)=O,-9
CC(C)(C)OC(=O)N1CCCC1C(=O)O (stereo unspecified),-2
O=S(=O)(c1ccc(F)cc1)N1CCSC1c1ccc2c3c(cccc13)CC2 (stereo unspecified),-9
Cn1c(=O)[nH]c(=O)c2c1nc(N1CCCCC1)n2CCSc1ncccn1,4
Cc1ccc(SCc2[nH]nc3c2C(c2ccco2)C(C#N)=C(N)O3)cc1 (stereo unspecified),-8
COC(=O)C1=C(C)N(C)C(C)=C(C(=O)OC)C1c1ccccn1,-5&8
CCOc1ccc(-c2n[nH]c(C)c2Oc2ccc(OC)cc2)c(O)c1,-4
O=C(NC1CCCC1)c1ccc2c(c1)[nH]c(=S)n1c3ccccc3nc21,-5
CCCCCCCCCCC/C=C\C(C)(C)/C=C\CCCC(=O)O,-4
CCOc1cc(C)c2c(=O)c(Oc3ccccc3)c(C)oc2c1,-6
CN1CCN(c2nc3c(c(=O)[nH]c(=O)n3C)n2CCSc2ncccn2)CC1,-5
O=C(CCn1c(=O)[nH]c2ccccc2c1=O)NCc1ccc2c(c1)OCO2,-2
CCOC(=O)c1ccc(NC(=O)c2c(NC(=O)CC)sc3c2CCC(C)C3)cc1 (stereo unspecified),-45
Cc1ccc(CCNC(=O)c2ccc(CS(=O)(=O)Cc3ccccc3C)o2)cc1,-10
COc1ccc(Nc2ncc(C(=O)O)c3ccccc23)cc1,-4
Cc1c(NC(=O)Nc2ccc(Cl)cc2)c(=O)n(-c2ccccc2)n1C,0&3
Cc1cc(C)n(C(=O)C2CCCN2S(=O)(=O)c2ccc(Br)cc2)n1 (stereo unspecified),-2
COc1ccc(C2C(C(=O)NCCN3CCOCC3)c3cc(OC)c(OC)cc3C(=O)N2C)cc1 (stereo unspecified),-6
Cc1c(C)n(CC(O)CN2CCCCCC2)c2ccccc12 (stereo unspecified),5
O=C(Cn1ccc2ccccc2c1=O)NCCN1CCOCC1,-6
CC12CC(NC(=O)N1C1CCCCC1)c1cc(Br)ccc1O2 (stereo unspecified),8
O=C(Nc1sc2c(c1C(=O)O)CCCC2)c1cccc(Cl)c1,-7
COCc1[nH]nc2c1C(c1ccsc1)C(C#N)=C(N)O2 (stereo unspecified),8
Oc1ccc(Br)cc1CNn1cnnc1,-1
CC(C)Cn1c(CN2CCC(C)CC2)nc2c1c(=O)n(C)c(=O)n2C,-4
CC(=O)OC1C(C)OC(Sc2ccccn2)C(OC(C)=O)C1OC(C)=O (stereo unspecified),11
CC(=O)c1ccc(NC(=O)CN2C(=O)COc3ccc(Cl)cc32)cc1,-5
COc1cc(OC)cc(C(=O)N2C(C)CCCC2C)c1 (stereo unspecified),-14
O=C1c2c(cc(Oc3ccccc3)cc2[N+](=O)[O-])Oc2ccccc2N1Cc1ccc([N+](=O)[O-])cc1,-64
O=C(O)C(Cc1ccccc1)NS(=O)(=O)c1ccc(Oc2ccccc2Cl)cc1 (stereo unspecified),-2
Cc1ccc(N2CC(C(=O)Nc3ccc(N(C)C)cc3)CC2=O)cc1C (stereo unspecified),4&3
NS(=O)(=O)c1ccc(NC(=O)c2ccc(S(=O)(=O)N3CCOCC3)cc2)cc1,-3
O=C(NCc1ccco1)N1c2ccccc2Sc2ccccc21,-4
COc1ccccc1-c1nc(-c2ccncc2)no1,2
O=C(CCC1Nc2c3ccccc3nc(=S)n2C1=O)NCc1ccc(Cl)cc1 (stereo unspecified),-4
Cc1ccc(-c2nc3ccccc3s2)cc1NC(=O)c1ccc(C)c([N+](=O)[O-])c1,-5
COc1ccc(C)cc1S(=O)(=O)NC1CCCC1,2
Cn1cnc2c1c(=O)[nH]c(=O)n2C,-11&2
Cc1cccc(NC(=O)CCOc2ccccc2)c1,-6
Cc1csc2ncnc(N3CCCCC3)c12,-2
COc1ccc(-c2c(C#N)c(N)nc(SC3CCCCC3=O)c2C#N)cc1 (stereo unspecified),17
COc1cc(CCN2C(=O)c3cccc4cccc(c34)C2=O)c(S(=O)(=O)N2CCC(C)CC2)cc1OC,-8
CC(=O)C1=C(O)C(=O)N(CCCN2CCOCC2)C1c1ccc(F)cc1 (stereo unspecified),-1
Cc1ccc(NC(=O)CSc2nc(-c3ccccc3)cc(=O)[nH]2)cc1,-3
O=C(O)CCCNS(=O)(=O)c1ccc(Br)s1,-7
O=C(CSc1ncccc1C(=O)O)c1ccc(Cl)cc1,-9
CSc1nnc(NC(=O)c2cc3ccccc3oc2=O)s1,-2
Cn1c(=O)c2c(SCC(=O)N3CCCC3)nc(-c3ccc(F)cc3)nc2n(C)c1=O,6

# Fetched one by one from the list above (five):
SMILES,14-3-3 PPI
COc1ccccc1-n1cnc(N)c1C(C)=O,-9
O=C1C2C3C=CC([C@@H]2C(=O)N1c1nccs1)C31CC1 (stereo partly specified),13
CCc1ccccc1NC(=O)Cn1c(=O)n(CC2CCCO2)c(=O)c2ccccc21 (stereo unspecified),-2
COc1cc(OC)cc(C(=O)N2C(C)CCCC2C)c1 (stereo unspecified),-14
Cc1ccc(CNC(=O)c2cc3c(-c4ccc(Cl)cc4)nn(C)c3s2)o1,-8

# Part of the list above, reformatted:
SMILES | 14-3-3 PPI
CC1=C(C(=O)Nc2cccc(C)n2)C(c2cccc(Cl)c2)C2=C(CC(C)(C)CC2=O)N1 (stereo unspecified) | 1
COc1cc(C2C3=C(CCCC3=O)N(C)C3=C2C(=O)CCC3)ccc1O | -3
CCN(CC)c1nc2ccccc2n2c(C)nnc12 | -3
COc1ccc(CNS(=O)(=O)c2cc(C(=O)Nc3ccc(C)c(F)c3)ccc2F)cc1 | -4

# These rows are one share of the data; count on the stated rates, not on these rows.
